Compound activity from PubChem BioAssay.
NALP3 yeast inh – blocks the NALP3 inflammasome reconstituted in yeast; inhibition, % at 10 µM; 330,000 tested, 0.39% active; Yeast reconstituted NLRP3/ASC/caspase-1, beta-gal luminescence, 24 h;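 active means inhibition of 50% or more; inactive means inhibition below 50%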;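 further: plate controls were induced DMSO wells for no effect and uninduced yeast grown without galactose for full effect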
Apaf-1 inh – human Apaf-1 inhibition; O14727; reconstituted apoptosome caspase-3 activity, DEVD-Rh110 fluorescence; inhibition, % at 20 µM; 330,000 tested, 0.71% active; AID 489030; active means inhibition of at least 40% at 20 µM;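 further: plate controls were DMSO wells for no effect and DEVD-CHO caspase inhibitor wells for full effect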
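detection = Rh110 fluorescence intensity | test system = biochemical Apaf-1 apoptosome reconstitution | also added = cytochrome c and DEVD-Rh110 substrate | schedule = 30 min plus 50 min, RT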
SENP6 block – blocks the human protease SENP6; inhibition, % at 10 µM; 330,000 tested, 1.8% active; Recombinant SENP6 catalytic domain, aminoluciferin luminescence; Q9GZR1;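 active means inhibition above about 50% at the single tested dose, limit read from the data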;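 further: plate controls were DMSO wells with enzyme for no effect and DMSO wells lacking enzyme for full effect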
SENP8 block-1 – inhibitors of human SENP8 protease. purified SENP8, Z-RLRGG-aminoluciferin cleavage, luminescence. inhibition, % at 10 µM. 330,000 tested, 1.2% active. AID 2540; in the data active means inhibition above about 50%
Target sequence (Q96LD8 whole entry, looked up): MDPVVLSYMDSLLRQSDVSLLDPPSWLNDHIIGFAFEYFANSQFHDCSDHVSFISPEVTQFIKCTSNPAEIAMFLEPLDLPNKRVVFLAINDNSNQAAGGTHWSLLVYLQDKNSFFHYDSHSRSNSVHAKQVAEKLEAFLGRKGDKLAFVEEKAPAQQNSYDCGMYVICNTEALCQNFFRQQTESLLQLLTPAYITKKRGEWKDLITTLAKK
PfGluPho inh – PfG6PD (Plasmodium falciparum) enzyme inhibition. PfGluPho enzyme, NADPH resazurin-diaphorase fluorescence. AID 504690. 350,000 tested, 0.78% active. inhibition, % at 20 µM;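 active means inhibition reaching at least a set limit at 20 µM in the primary screen, cut at about 59% in these data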;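 further: 0% = DMSO wells with substrate and 100% = DMSO wells lacking glucose-6-phosphate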
SENP8 block-2 – blocks human SENP8 cleavage of Nedd8 substrate. Q96LD8. recombinant SENP8, Nedd8 substrate fluorescence. inhibition, % at 20 µM. 360,000 tested, 0.64% active. AID 602440; in the data active means inhibition mostly above about 40%, no sharp cut-off; inactive means mostly below about 27%
HKDC1 inh – blocks human hexokinase HKDC1 activity. recombinant HKDC1, G6PDH/diaphorase resazurin coupled fluorescence. Q2TB90. 340,000 tested, 0.16% active. inhibition, % at 20 µM. AID 493160;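 active means inhibition above about 35% when tested at 20 µM, limit read from the data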;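 further: plate controls were DMSO wells with enzyme for no effect and DMSO wells lacking enzyme for full effect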
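Test system: recombinant HKDC1 (HK5) hexokinase enzyme, produced in-house; Amount: enzyme 5 µg/mL final; Buffer or medium: Tris pH 8.0 buffer with MgCl2, Tween-20, BSA, BME; Reagent: glucose and ATP substrates; Doses: 20 µM test compound, 1% DMSO; Incubation: 90 min reaction incubation at room temperature, dark; Detection: resorufin fluorescence at 613 nm.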
SENP1 FRET inh – blocks the human SENP1 SUMO protease catalytic domain; recombinant SENP1 catalytic domain, CyPet-SUMO1-YPet FRET cleavage; 360,000 tested, 0.21% active; AID 624204; inhibition, % at 10 µM; Q9P0U3;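 active means inhibition at least 30% at 10 µM, raw YFP signal under a set limit, fluorescence ratio 0.5 to 1.5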;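 further: 0% = enzyme with DMSO and 100% = no enzyme wells; some results filed as inactive read as strong as hits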
Target sequence (Q9P0U3 419-644 limits assumed): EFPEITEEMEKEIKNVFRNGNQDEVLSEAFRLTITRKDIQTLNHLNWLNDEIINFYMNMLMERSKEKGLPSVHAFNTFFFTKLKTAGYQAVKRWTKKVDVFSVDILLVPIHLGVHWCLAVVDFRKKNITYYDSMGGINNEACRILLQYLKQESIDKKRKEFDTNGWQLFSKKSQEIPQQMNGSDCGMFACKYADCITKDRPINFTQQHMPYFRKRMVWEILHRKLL
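Compound: 10 µM single point, 0.5% DMSO; Test system: hSENP1 catalytic domain, recombinant; Timing: 50 min reaction at room temperature; Technique: FRET, CFP and YFP emission; Control set: no-enzyme wells low, DMSO-plus-enzyme wells high control.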
SENP7 block – blocks the human protease SENP7 | AID 434973 | inhibition, % at 5 µM | Q9BQF6 | 330,000 tested, 1.5% active | recombinant SENP7, Z-RLRGG-aminoluciferin luminescence, 40 min;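 active means inhibition above about 50% at the single test dose, limit read from the data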;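 further: plate controls were DMSO with enzyme for no effect and no enzyme buffer wells for full effect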
* hit, by the source's call; · = no result given.

Under each structure – NALP3 yeast inh | Apaf-1 inh | SENP6 block | SENP8 block-1 | PfGluPho inh | SENP8 block-2 | HKDC1 inh | SENP1 FRET inh | SENP7 block
> CCOc1ccc(NC2=C(OC)C(=O)c3ccccc3C2=O)cc1
 : 6 | 29 | 19 | -5 | -35 | 24 | 2 | 2 | 7
> CCCCOc1ccc(Cl)cc1Nc1nc(NCCO)nc(N2CCCC2)n1
 : 15 | 30 | 7 | -1 | 33 | 7 | 6 | 3 | -8
> COc1ccc(N(CC(=O)NCCSc2ccccn2)S(C)(=O)=O)cc1
 : 2 | 4 | -11 | -12 | -3 | 14 | -6 | 3 | -12
> O=[N+]([O-])c1ccc(Cl)c(S(=O)(=O)Nc2cccc(-c3ccc(N4CCCC4)nn3)c2)c1
 : 17 | 17 | 92* | 86* | -2 | 7 | 4 | 2 | 42
> C[C@H](NS(=O)(=O)c1ccc2c(c1)OCCCO2)C(=O)N1CCN(Cc2ccccc2)CC1
 : 11 | -4 | -3 | 15 | 2 | 3 | -6 | 1 | -4
> Cc1ccc(SCc2ccc(C(=O)Nc3ccccc3Br)cc2)cc1
 : 3 | 12 | 6 | -5 | 10 | 12 | 9 | 1 | 2
> CCC/C(O)=C1\C(=O)CC(C)(C)CC1=Nc1ccc(OC)cc1
 : 29 | 4 | 11 | -2 | -2 | -1 | -4 | 0 | -2
> O=C(O)c1cncc(C#CCC2CCCCC2)c1
 : 1 | 6 | 33 | -4 | -22 | 18 | 1 | 3 | -2
> Cc1cccc2sc(NNC(=O)c3ccc4c(c3)OCCO4)nc12
 : 6 | 2 | 2 | -18 | 51 | -4 | -34 | 4 | 6
> Cc1ccc(Nc2nc(-c3sc(NC(=O)c4ccco4)nc3C)cs2)cc1
 : 16 | -7 | 3 | 6 | 21 | -98 | -2 | -14 | 6
> Cc1ccc(NC2c3ncccc3C(=O)N2Cc2ccco2)c(C)c1 (stereo not given)
 : 2 | 1 | 2 | -6 | 4 | 18 | -4 | -1 | -5
> COc1ccc(OCC(=O)NNC(=O)C(=O)Nc2cc(OC)ccc2OC)cc1
 : 15 | 2 | 2 | 5 | -19 | 5 | 2 | 1 | -1
> CC(C)n1nnnc1SCC(=O)NCc1ccc2c(c1)OCO2
 : -1 | 5 | -8 | 7 | -11 | 14 | -3 | 0 | 0
> Nc1cc(N)nc(SCC(=O)c2ccc3c(c2)NC(=O)CO3)n1
 : -7 | -2 | -9 | -3 | 9 | 3 | -12 | -2 | -5
> O=C(N/N=C\c1ccc(S(=O)(=O)O)o1)c1ccc2c(c1)OCO2
 : 15 | -14 | 20 | -4 | -26 | 5 | -6 | 3 | 5

10 entries out of the list, arranged by heavy-atom count, largest number first.
Under each structure – NALP3 yeast inh | Apaf-1 inh | SENP6 block | SENP8 block-1 | PfGluPho inh | SENP8 block-2 | HKDC1 inh | SENP1 FRET inh | SENP7 block
> C[C@H](NS(=O)(=O)c1ccc2c(c1)OCCCO2)C(=O)N1CCN(Cc2ccccc2)CC1
 : 11 | -4 | -3 | 15 | 2 | 3 | -6 | 1 | -4
> O=[N+]([O-])c1ccc(Cl)c(S(=O)(=O)Nc2cccc(-c3ccc(N4CCCC4)nn3)c2)c1
 : 17 | 17 | 92* | 86* | -2 | 7 | 4 | 2 | 42
> COc1ccc(OCC(=O)NNC(=O)C(=O)Nc2cc(OC)ccc2OC)cc1
 : 15 | 2 | 2 | 5 | -19 | 5 | 2 | 1 | -1
> CCCCOc1ccc(Cl)cc1Nc1nc(NCCO)nc(N2CCCC2)n1
 : 15 | 30 | 7 | -1 | 33 | 7 | 6 | 3 | -8
> Cc1ccc(Nc2nc(-c3sc(NC(=O)c4ccco4)nc3C)cs2)cc1
 : 16 | -7 | 3 | 6 | 21 | -98 | -2 | -14 | 6
> COc1ccc(N(CC(=O)NCCSc2ccccn2)S(C)(=O)=O)cc1
 : 2 | 4 | -11 | -12 | -3 | 14 | -6 | 3 | -12
> Cc1ccc(SCc2ccc(C(=O)Nc3ccccc3Br)cc2)cc1
 : 3 | 12 | 6 | -5 | 10 | 12 | 9 | 1 | 2
> CCOc1ccc(NC2=C(OC)C(=O)c3ccccc3C2=O)cc1
 : 6 | 29 | 19 | -5 | -35 | 24 | 2 | 2 | 7
> O=C(N/N=C\c1ccc(S(=O)(=O)O)o1)c1ccc2c(c1)OCO2
 : 15 | -14 | 20 | -4 | -26 | 5 | -6 | 3 | 5
> O=C(O)c1cncc(C#CCC2CCCCC2)c1
 : 1 | 6 | 33 | -4 | -22 | 18 | 1 | 3 | -2

Other structures:
Under each structure – NALP3 yeast inh | Apaf-1 inh | SENP6 block | SENP8 block-1 | PfGluPho inh | SENP8 block-2 | HKDC1 inh | SENP1 FRET inh | SENP7 block
> CC1CCCN(CCOCCOc2ccc(Br)cc2Cl)C1 (stereo not given)
 : 35 | 0 | -10 | -1 | -3 | 18 | -5 | 3 | -1
> CCS(=O)(=O)N1CCC(C(=O)OCC(=O)c2ccc(Br)cc2)CC1
 : 21 | 9 | -25 | -5 | -9 | 23 | -5 | 1 | -10
> C/C(=N\NC(=O)COc1ccc(C(C)(C)C)cc1)c1ccccc1
 : 14 | 16 | -13 | 2 | 19 | 6 | -6 | 1 | 5
> Cc1cc(Br)c(S(=O)(=O)NCc2ccncc2)cc1C
 : 14 | 1 | -18 | -6 | 18 | 5 | -4 | -1 | -6
> CCC(C)(C)c1ccc(OCCCC[n+]2ccc(C)cc2)c(C(C)(C)CC)c1
 : -32 | 48* | -11 | -15 | 10 | · | -8 | · | -5
> Cc1csc(NC(=O)CSc2ccccc2F)n1
 : 2 | 6 | -14 | -3 | -3 | 13 | -1 | 7 | 1
> O=C(Nc1ccc2c(c1)OCO2)c1cccc(S(=O)(=O)N2CCOCC2)c1
 : 25 | -7 | 8 | -3 | -7 | 14 | -2 | 2 | -8
> Cc1ccc2nc(Cl)c(/C=N/n3c(C)nnc3C)cc2c1
 : 3 | 16 | -3 | -3 | 8 | -82 | -3 | -7 | -12
> O=C(Nc1nc(-c2ccccn2)cs1)c1ccc([N+](=O)[O-])o1
 : -4 | -1 | 4 | 1 | 29 | 29 | -2 | -3 | 6
> Cn1cc(SCC(=O)Nc2ccc3c(c2)OCO3)c2ccccc21
 : 10 | 18 | -20 | -7 | 10 | 4 | 3 | 2 | -5
> Cc1ccc2c(c1)N(CC(=O)Nc1ccccc1F)C(=O)CO2
 : 9 | -16 | -2 | -2 | 11 | 2 | -1 | 1 | 0
